High-throughput results (PubChem)
OXTR ag – activates the human oxytocin receptor | activation, % at 3 µM | CHO-OTR cells, Fluo-8 calcium fluorescence; normalized: DMSO 0%, oxytocin 100% | P30559 | 320,000 compounds, 0.32% hits | AID 2435;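 active = activation above the mean of all tested compounds plus 3 SD, cutoff set per screening run, cut at about 20% in these data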;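 also: peak over basal fluorescence ratio from a 100 s FLIPR kinetic read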
TAAR1 antag – antagonists of human TAAR1; 360,000 compounds, 1.5% hits; CHO RD-HGA16 TAAR1, Fluo-8 calcium fluorescence, antagonist; inhibition, % at 3 µM; AID 624466;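 active = inhibition above a per-plate cutoff, the mean inhibition of test compounds on that plate plus 3 SD, cut at about 49% in these data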;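 also: 0% = DMSO plus EC80 beta-PEA response and 100% = DMSO alone without agonist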
Target sequence (Q96RJ0 whole entry, looked up): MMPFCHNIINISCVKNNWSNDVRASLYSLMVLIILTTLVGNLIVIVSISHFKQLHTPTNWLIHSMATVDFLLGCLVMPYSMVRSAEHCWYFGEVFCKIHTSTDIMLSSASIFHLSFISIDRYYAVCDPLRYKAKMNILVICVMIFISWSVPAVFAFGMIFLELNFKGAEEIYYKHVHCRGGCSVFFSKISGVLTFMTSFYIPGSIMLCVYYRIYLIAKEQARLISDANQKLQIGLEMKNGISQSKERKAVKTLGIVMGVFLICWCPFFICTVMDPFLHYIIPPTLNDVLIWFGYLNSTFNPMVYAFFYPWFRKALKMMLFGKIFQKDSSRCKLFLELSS
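Test system: hTAAR1-expressing CHO RD-HGA16 cells, Gα16-coupled; Probe or stimulus: EC80 β-phenethylamine stimulus; Compound dosing: single nominal final test compound concentration of 3 µM; Timing: 140 s kinetic read after compound, 140 s after agonist; Signal: Fluo-8 calcium-sensitive fluorescence; Measure: % inhibition of agonist calcium response; Controls: DMSO and EC80 PEA controls.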
CHO parental Ca – signal in parental CHO cells, OX1R antagonist counter-screen. parental CHO-K1, ATP-induced calcium, Fluo-8 fluorescence. inhibition, % at 5.6 µM. 330,000 compounds, 0.63% hits;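 active = inhibition above that plate's mean sample inhibition plus 3 SD, cut at about 26% in these data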;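 also: 0% = ATP-challenged DMSO wells and 100% = DMSO wells without ATP; some compounds past the cut are filed as inactive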
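Material – parental CHO cells · Reagent – ATP stimulus · Compound – single nominal dose of 5.6 µM per compound · Detection – Fluo-8 fluorescence · Read-out basis – percent inhibition of calcium signal · Controls – ATP-challenged DMSO wells low, unchallenged DMSO wells high · Repeats – no replicates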
OXTR potentiate – human OXTR potentiation; P30559; CHO-OTR cells, Fluo-8 calcium fluorescence, potentiator mode; 0% = oxytocin EC15, 100% = EC100; activation, % at 3 µM; 320,000 compounds, 0.061% hits; AID 2445;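 active = activation above that plate's cutoff, the mean activation of tested compounds plus 3 SD, cut at about 6.6% in these data, passing the limit was not always enough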;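 also: 100% uses oxytocin at 75 nM as the full agonist control; some results filed as inactive read as strong as hits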
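Dosing: Single dose, 3.0 µM nominal final compound concentration | Material: Human OTR in CHO cells | Technique: Kinetic Fluo-8 calcium fluorescence | Benchmarks: EC15 oxytocin alone as 0%, 75 nM oxytocin as 100% | Probe or stimulus: Oxytocin at about EC15, sub-maximal agonist stimulus | Incubation: Compound 6 min at room temperature before oxytocin, 100 s read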
CHO-K1 Ca antag – counter-screen for M1 antagonists: effect in parental CHO-K1 cells | 360,000 compounds, 0.6% hits | inhibition, % at 3 µM | ATP-induced calcium, Fluo-8 fluorescence;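 active = inhibition above a per-plate cutoff, the plate's mean sample inhibition plus 3 SD, cut at about 24% in these data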;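 also: 0% = DMSO plus EC80 ATP and 100% = DMSO alone without ATP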
CHO-K1 Ca ag – counter-screen for M1 agonists: effect in parental CHO-K1 cells; Fluo-8 calcium fluorescence; scaled to maximal ATP response, vehicle zero; activation, % at 3 µM; 360,000 compounds, 0.48% hits; AID 602248; in the data active = activation above about 15%;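 also: untransfected CHO-K1 host cells lacking M1 receptor as counterscreen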
V1R ag counter – V1a receptor agonism, counter-screen for OXTR agonists; P37288; 320,000 compounds, 0.25% hits; AID 2797; activation, % at 3 µM; CHO-V1R cells, Fluo-8 calcium fluorescence, agonist mode; 0% DMSO, 100% 3 nM vasopressin;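 active = activation above the mean activation of all tested compounds plus 3 SD, per screening run, cut at about 20% in these data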;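 also: signal is peak over basal fluorescence ratio across a 100 second FLIPR read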
Target sequence (P37288 whole entry, looked up): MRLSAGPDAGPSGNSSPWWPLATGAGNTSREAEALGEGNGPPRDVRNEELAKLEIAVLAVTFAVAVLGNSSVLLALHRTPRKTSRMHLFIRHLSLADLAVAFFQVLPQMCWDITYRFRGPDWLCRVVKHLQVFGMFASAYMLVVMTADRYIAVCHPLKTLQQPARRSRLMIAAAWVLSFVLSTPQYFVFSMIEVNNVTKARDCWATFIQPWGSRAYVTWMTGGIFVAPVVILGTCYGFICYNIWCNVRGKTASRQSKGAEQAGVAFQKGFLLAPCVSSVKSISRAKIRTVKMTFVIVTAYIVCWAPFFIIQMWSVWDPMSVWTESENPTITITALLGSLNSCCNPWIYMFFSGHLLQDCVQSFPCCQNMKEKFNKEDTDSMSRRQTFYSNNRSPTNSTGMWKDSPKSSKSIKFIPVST
CHO-K1 Ca PAM – counter-screen for M1 PAMs: effect in parental CHO-K1 cells; 360,000 compounds, 0.02% hits; activation, % at 3 µM; ATP EC20, Fluo-8 calcium fluorescence; 0% at ATP EC20, 100% at ATP max;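 active = activation above the run cutoff, the mean activation of all test compounds plus 3 SD, cut at about 40% in these data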;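 also: peak over basal fluorescence ratio in a 140 s read after ATP addition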
GPR7 antagonist – blocks human GPR7 receptor signaling | GPR7-expressing cells, fluorescence antagonist assay | inhibition, % at 4.4 µM | 290,000 compounds, 1.1% hits; in the data active = inhibition above about 16%, passing the limit was not always enough;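 also: cells stimulated with the agonist NPW; 0% = agonist with vehicle and 100% = vehicle without agonist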
Target sequence (P48145 whole entry, looked up): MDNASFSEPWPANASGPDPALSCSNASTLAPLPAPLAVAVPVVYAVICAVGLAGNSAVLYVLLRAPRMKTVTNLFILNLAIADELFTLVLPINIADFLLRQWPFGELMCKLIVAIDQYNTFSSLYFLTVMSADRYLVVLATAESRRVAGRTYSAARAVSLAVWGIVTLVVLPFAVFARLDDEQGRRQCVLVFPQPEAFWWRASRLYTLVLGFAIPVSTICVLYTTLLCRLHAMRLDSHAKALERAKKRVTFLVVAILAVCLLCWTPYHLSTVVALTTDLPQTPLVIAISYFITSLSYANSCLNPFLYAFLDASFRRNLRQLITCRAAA
* marks the source's active call; other numbers are inactive results; / = not tested or not shown.

SMILES	OXTR ag	TAAR1 antag	CHO parental Ca	OXTR potentiate	CHO-K1 Ca antag	CHO-K1 Ca ag	V1R ag counter	CHO-K1 Ca PAM	GPR7 antagonist
CN(C)c1ccc(P(=O)(OC2CCCCC2)C(Nc2ccccc2)c2cccnc2)cc1 (stereo unspecified)	-3.1	-20	-45	-13	-8	0.2	-0.7	10	-5
CNC(=O)OCc1ncn(-c2ccccc2)c1COC(=O)NC	/	-1	/	/	2	0.3	/	1	/
COc1ccc(N2CCN(C(c3cc(OC)ccc3OC)c3nnnn3CC3CCCO3)CC2)cc1 (stereo unspecified)	-0.6	-9	-14	-5	0	0.2	0.5	12	-15
CCCN(CC(=O)Nc1ccccc1C)C(=O)C1CC(=O)N(Cc2ccccc2)C1 (stereo unspecified)	-1.6	0	-29	-7	10	-0.6	-0.3	-24	/
CCOC(=O)N1CCC(NC(=O)CCC(=O)N2CC(C)Oc3ccc(Cl)cc32)CC1 (stereo unspecified)	-1.6	-10	-18	-8	-1	1.0	0.5	8	-20
COC(=O)c1ccc2cc(OC)cc([N+](=O)[O-])c2n1	/	-8	/	/	-15	0.4	/	12	/
CC(CNC(=O)CN1C(=O)NC2(CCCCC2C)C1=O)c1ccccc1 (stereo unspecified)	/	6	/	/	3	1.2	/	-1	/
CCC(=O)Nc1ccc(Nc2nc(Cl)nc(Nc3ccc(NC(=O)CC)cc3)n2)cc1	0.5	34	-19	-5	1	3.8	-0.7	19	1
CN(Cc1cccs1)C(=O)Cn1cnc2ccccc2c1=O	0.1	1	6	-10	-8	0.4	-0.5	19	2
c1ccc(Cn2ncc3c(N4CCOCC4)ncnc32)cc1	0.7	-2	3	-15	-15	0.9	-0.1	5	-13
Cc1cc(Cl)ccc1NC(=O)C1CCCN1C(=O)c1cccs1 (stereo unspecified)	0.1	-14	-18	-17	-12	0.6	-0.8	26	-5
CCOC(=O)N1C=CC(C)=C[C@@H]2[C@@H](N3C(=O)c4ccccc4C3=O)C(=O)N21	-0.1	-2	-3	-2	-9	0.4	0.9	-5	4
C=C(C)C1Cc2nc(N)nc(C)c2C1 (stereo unspecified)	0.1	5	6	-11	-12	0.3	0.1	-8	-19
Cc1nc(Cl)c(C(=O)NCCC(C)C)c(C)c1[N+](=O)[O-]	-0.5	4	-9	4	7	-0.1	-0.3	-8	3
CN(C)S(=O)(=O)Nc1ccc2c(c1)OCO2	0.4	/	-4	4	-3	-0.2	0.4	5	/
COC(=O)c1ccc(/C=N/NC(=O)c2cccc(F)c2)cc1	-0.1	/	0	2	-7	1.7	0.7	11	-8
Cc1ccc(-n2c(Cc3cccn3C)nnc2SCC(=O)N2CCc3ccccc32)cc1	-2.5	-10	-26	-6	-30	-0.2	-0.5	-11	3
Nc1ccn([C@@H]2O[C@H](CNCc3cc(Br)ccc3OCc3ccccc3)[C@@H](O)[C@H]2O)c(=O)n1	/	-4	/	/	4	4.2	/	22	/
CCOc1cc(C(=O)OCC(=O)Nc2ccc(Cl)cn2)ccc1OCC(=O)N1CCOCC1	0.7	11	-20	2	-7	4.3	5.2	19	2
CCN(N=O)[C@@H](Cc1ccccc1)CN(N=O)[C@@H](Cc1ccccc1)CN(C)N=O	-0.6	6	-15	-5	-19	1.0	0.8	11	-3
Cc1ccc(C2(c3noc(CN(C)CCO)n3)CCCC2)cc1	0.2	-4	-7	-2	-15	2.6	0.2	5	-9
Cc1c(Cc2c(C)n(C)n(-c3ccccc3)c2=O)c(=O)n(-c2ccccc2)n1C	-0.2	1	0	-2	5	-0.1	-0.8	-3	-8
Cc1ccc(SCc2cn3ccccc3n2)cc1	-2.9	-18	-4	-6	-9	1.1	-0.3	0	-2
Cc1ccccc1C(=O)NC(=S)NC1CC1	-0.6	4	-12	-8	-10	1.5	0.0	12	-9
COc1cc(S(=O)(=O)Nc2ccccc2C(=O)N2CCCCC2)ccc1NC(C)=O	0.4	5	-14	5	-12	-0.1	0.2	8	/
CNc1ncnc2c1ncn2[C@H]1CN(Cc2cccs2)C[C@@H](CO)O1	/	-6	/	/	-3	0.5	/	-1	/
CCOC(=O)c1c(C)[nH]c(C(=O)OCC(=O)Nc2ccc(OC)c(Cl)c2)c1C	-0.9	8	-10	-10	9	-0.2	-0.7	0	-3
CCC(C)(CC(=O)O)CC(=O)Nc1cc(C(F)(F)F)cc(C(F)(F)F)c1 (stereo unspecified)	-1.6	10	-9	-8	4	1.2	1.4	-13	2
O=C(c1ccc(CS(=O)(=O)c2ccccc2)o1)N1CCN(c2ncccn2)CC1	0.9	-20	-21	-3	-1	1.7	0.6	11	-11
CN(CC(=O)Nc1ccc2c(c1)OCCO2)S(=O)(=O)c1ccc(Br)s1	-0.3	11	3	-9	5	1.3	-0.5	-6	5
O=C(NC(=S)Nc1ccc2oc(=O)ccc2c1)c1ccccc1F	0.0	-26	-23	-7	-6	-0.1	0.2	5	-4
Cc1ccccc1/[N+]([O-])=C/c1cccs1	0.0	8	-7	-9	5	0.7	1.6	-5	-17
CCOC(=O)C1=C(COC(=O)/C=C/c2cccc(Cl)c2)NC(=O)NC1C (stereo unspecified)	0.3	28	-20	-4	-6	0.2	0.5	14	/
O=C(CCSc1nc2ccccc2o1)Nc1ccccc1	1.5	4	-2	-21	2	1.8	3.7	-21	6
Cc1ccccc1NC(=O)CSc1nccn1Cc1ccco1	/	8	/	/	11	0.2	/	-10	/
COc1ccc(-c2csc(N(CCCN(C)C)C(=O)c3ccc(F)cc3)n2)cc1	0.1	10	-14	-11	-10	0.6	0.0	19	-6
Cc1ccc(/C=N/n2c(C3CCCCC3)n[nH]c2=S)s1	2.3	-30	-13	-7	2	0.5	-0.6	-6	-8
CCN(CC)CCC#CC(O)(c1ccccc1)c1ccccc1	-1.4	-20	-12	-4	-8	6.8	0.9	23	-3
COc1cc(C(=S)N2CCOCC2)ccc1OC(=O)c1cc(OC)c(OC)c(OC)c1	3.2	-6	-15	-17	-13	2.9	7.1	13	-4
O=C(Nc1ccccc1C(=O)NCC1CCCO1)c1ccccc1F (stereo unspecified)	-0.9	-24	-18	0	-7	1.7	1.3	18	-10
CCCC(C(=O)NCc1ccccc1)N(C(=O)Cn1nnc(-c2cccs2)n1)c1ccc2c(c1)OCCO2 (stereo unspecified)	-0.1	6	-12	-2	8	-0.2	2.9	-4	-10
Cc1cccc(NC(=S)N/N=C/c2cccc([N+](=O)[O-])c2)c1	-1.4	/	-15	-19	0	-0.4	-0.3	9	3
Cc1ccc(NC(=O)CCS(=O)(=O)c2ccccc2)cc1S(=O)(=O)N1CCCCCC1	/	24	/	/	4	1.9	/	-15	/
O=C(O)CCc1ccc(-c2ccc(Br)cc2)n1-c1cccc(O)c1	0.2	1	-8	-11	-18	0.8	-0.2	12	-7
CN(C)/C(CN1CCOCC1)=C1\N=C(c2ccccc2)OC1=O	2.5	-12	-6	-7	-2	8.8	2.3	3	-10
O=C(Cn1c(=O)cnc2ccccc21)N1CCN(S(=O)(=O)c2cccc([N+](=O)[O-])c2)CC1	0.8	-2	-4	-6	-12	1.1	0.0	23	/
O=C(NCc1ccc2c(c1)OCO2)C1CCN(C(=O)Nc2ccc(Cl)cc2)CC1	0.5	-15	-7	0	7	0.6	1.3	11	-9
COc1ccc(CC(O)CC2c3c(cc4c(c3OC)OCO4)CCN2C)cc1 (stereo unspecified)	4.4	-20	-11	1	-9	2.8	0.9	8	-5
O=[N+]([O-])c1ccccc1S(=O)(=O)Nc1ccc(-c2ccc(N3CCOCC3)nn2)cc1	-0.5	1	-12	-6	-9	0.5	0.2	14	/
Cc1ccc(S(=O)(=O)Cn2nnnc2C(C(C)C)N2CCN(C(=O)c3ccco3)CC2)cc1 (stereo unspecified)	-1.6	-3	-26	-11	-8	1.0	-0.7	15	-3
Fc1ccccc1N1CCN(c2ncnc3[nH]ncc23)CC1	3.5	-8	-1	-11	-2	2.7	4.1	5	-7
Nc1ncnc2c1ncn2[C@@H]1O[C@H](C(=O)Nc2ccc(C(=O)N3CCCCC3)cc2)[C@@H](O)[C@H]1O	/	-8	/	/	-11	1.6	/	17	/
O=C(Nc1ccc(Br)cc1)C1Cc2ccccc2O/C1=N\O (stereo unspecified)	/	-5	/	/	-7	8.0	/	14	-10
CCOc1cccc2sc(N(CCN(CC)CC)C(=O)c3ccc(S(=O)(=O)N4CCCC4)cc3)nc12	-0.2	-20	-18	3	-4	0.3	0.6	-4	-4
CCc1cc(C(=O)O)c(NC(=O)c2cc(OC)c(OC)c(OC)c2)s1	0.1	9	-7	1	-5	0.1	-0.3	7	-8
COc1cc(C(=O)ON=C2C3CC4CC(C3)CC2C4)cc(OC)c1OC	-0.6	2	-15	-5	-11	1.6	-0.8	-4	-10
CC(=O)C(=[N+]=[N-])C(=O)NCc1ccccc1	-0.4	-3	9	-16	-8	0.1	-0.1	20	-7
O=C(N/N=C/c1ccc(Br)s1)Nc1ccccc1	-0.5	-10	-34	-20	-12	1.8	-0.1	11	-11
CCC(C)(C)C1CCC2(CC1)NC(=O)N(CC(=O)NC(C)CCc1ccccc1)C2=O (stereo unspecified)	/	-31	/	/	-13	1.0	/	17	/
CCOc1ccc(S(=O)(=O)N(CC)CC)cc1NC(=O)c1ccc(N2CCCC2=O)cc1	-1.7	-3	-8	-8	3	-0.1	0.6	-8	-18

Next part:
SMILES	OXTR ag	TAAR1 antag	CHO parental Ca	OXTR potentiate	CHO-K1 Ca antag	CHO-K1 Ca ag	V1R ag counter	CHO-K1 Ca PAM	GPR7 antagonist
O=C(NCCOc1cccc2cccnc12)c1cccs1	-0.5	12	-32	-18	-15	2.6	2.4	4	-4
CCN1C(=O)NC(c2ccc(Cl)cc2)C2=C1CCCC2=O (stereo unspecified)	0.5	-19	-3	-10	-9	0.4	0.3	-7	-11
O=C(c1cccc(C(F)(F)F)c1)N1CCOC12CCN(c1ncc(C(F)(F)F)cc1Cl)CC2	-0.5	-7	-28	-9	4	0.2	0.6	7	15
O=C1CCN(C(=O)Nc2ccccc2)N1	0.9	1	-3	2	5	0.5	0.5	-3	4
COc1ccccc1NOC(=O)CCOc1ccccc1	/	7	/	/	-6	-0.6	/	12	/

Compound profiles, from the list above. Order of values: OXTR ag, TAAR1 antag, CHO parental Ca, OXTR potentiate, CHO-K1 Ca antag, CHO-K1 Ca ag, V1R ag counter, CHO-K1 Ca PAM, GPR7 antagonist
O=C(NCCOc1cccc2cccnc12)c1cccs1 reads -0.5, 12, -32, -18, -15, 2.6, 2.4, 4, -4
CCN1C(=O)NC(c2ccc(Cl)cc2)C2=C1CCCC2=O (stereo unspecified) reads 0.5, -19, -3, -10, -9, 0.4, 0.3, -7, -11
O=C1CCN(C(=O)Nc2ccccc2)N1 reads 0.9, 1, -3, 2, 5, 0.5, 0.5, -3, 4
